OX1R FRET antag = antagonists of human orexin 1 receptor (OX1R). O43613. 1.8% of 330,000 active. inhibition, % at 6.6 µM. AID 485270. OX1R-expressing cells, FRET antagonist read-out; in the data active = inhibition mostly above about 38%, no sharp cut-off; inactive = mostly below about 40%;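 also: 0% = agonist challenge alone and 100% = reference antagonist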
Target sequence (O43613 whole entry, looked up): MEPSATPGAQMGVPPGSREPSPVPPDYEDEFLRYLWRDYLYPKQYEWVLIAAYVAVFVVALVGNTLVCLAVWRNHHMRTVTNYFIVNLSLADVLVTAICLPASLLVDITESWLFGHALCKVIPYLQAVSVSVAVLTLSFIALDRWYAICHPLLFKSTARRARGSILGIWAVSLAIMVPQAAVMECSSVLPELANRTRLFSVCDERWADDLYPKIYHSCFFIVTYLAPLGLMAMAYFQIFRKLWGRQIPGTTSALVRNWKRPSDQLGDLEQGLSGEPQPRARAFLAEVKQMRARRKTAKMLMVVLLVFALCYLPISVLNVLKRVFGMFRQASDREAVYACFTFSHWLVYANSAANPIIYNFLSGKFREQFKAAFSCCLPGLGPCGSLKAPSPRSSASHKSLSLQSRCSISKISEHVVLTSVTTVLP
STK33 inh = inhibitors of human STK33 kinase | Q9BYT3 | purified STK33, MBP phosphorylation, ADP-Glo luminescence | inhibition, % at 10 µM | 0.073% of 320,000 active;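 active = inhibition at or above 25%, using the most active replicate where run in duplicate; inactive = inhibition below 25%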
Target sequence (Q9BYT3 whole entry, looked up): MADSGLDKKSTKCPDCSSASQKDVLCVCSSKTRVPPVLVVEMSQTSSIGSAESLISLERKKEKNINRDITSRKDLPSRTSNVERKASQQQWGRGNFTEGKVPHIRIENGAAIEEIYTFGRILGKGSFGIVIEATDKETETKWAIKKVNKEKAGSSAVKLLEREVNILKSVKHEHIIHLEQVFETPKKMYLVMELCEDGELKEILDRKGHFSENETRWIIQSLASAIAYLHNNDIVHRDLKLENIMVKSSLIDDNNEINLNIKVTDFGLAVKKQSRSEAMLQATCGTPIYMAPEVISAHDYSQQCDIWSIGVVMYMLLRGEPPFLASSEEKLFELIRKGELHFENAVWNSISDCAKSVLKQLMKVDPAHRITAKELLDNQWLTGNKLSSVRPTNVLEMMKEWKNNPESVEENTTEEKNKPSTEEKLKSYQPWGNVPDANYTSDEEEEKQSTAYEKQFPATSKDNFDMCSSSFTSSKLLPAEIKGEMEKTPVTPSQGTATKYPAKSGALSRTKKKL
Numbers without * were called inactive; · = no result given. An unsorted share of the library; overall some 1.8% were active at least once.

SMILES | OX1R FRET antag | STK33 inh
COc1ccccc1OCCCCCCN1CCN(C)CC1 | 13.0 | 0.6
Cc1c(C(=O)N2CCN(c3ncccn3)CC2)sc2nc3n(c(=O)c12)CCCC3 | -3.1 | -1.4
O=C(CCn1c(=O)c2cccn2c2cccnc21)N1CCN(c2cccc(Cl)c2)CC1 | 17.2 | 2.4
Fc1cc(F)c(NC(=S)N2CCOCC2)c(F)c1 | 17.1 | -2.7
CC1(C)C(/C=C/C=C/C=C/C=C2\N(CCCCS(=O)(=O)O)c3ccc4ccccc4c3C2(C)C)=[N+](CCCCS(=O)(=O)[O-])c2ccc3ccccc3c21 | 7.1 | 7.1
COC(=O)c1cccc(COC(=O)c2cccnc2SC)c1 | 24.2 | 1.4
CCOc1ccc(N(CC(=O)NC(C(C)C)C(C)C)S(=O)(=O)c2ccc(OC)c(OC)c2)cc1 | 23.3 | -0.6
COc1ccccc1C(=O)NCCC(=O)N(Cc1ccco1)Cc1cccs1 | 24.2 | -1.4
O=C(c1ccc(OC2CCN(Cc3ccccn3)CC2)cc1)N1CCCC(O)C1 (stereo not drawn) | 19.0 | 1.0
Cn1c(N)c(C(=O)COC(=O)c2ccccc2C(=O)c2ccccc2)c(=O)n(C)c1=O | 4.1 | -1.1
CC(OC(=O)c1cccnc1SCc1cc(=O)n2ccccc2n1)c1ccccn1 (stereo not drawn) | 24.9 | 0.3
COc1cccc(/C=N/NC(=S)NC2CC3CCC2C3)c1OC (stereo not drawn) | 3.3 | -0.3
COc1ccc(C(=O)NCc2nnc(SCC(=O)c3ccccc3)n2C)cc1 | 20.0 | -0.4
CCOC(=O)c1nc2cc3n(c(C)c-2c1C)C(C)C(C)=C3C (stereo not drawn) | 34.4 | 0.3
CC1(CCc2ccccc2)NC(=O)N(CC(=O)O)C1=O (stereo not drawn) | 6.3 | -0.7
COC(=O)[C@@H]1C[C@@]2(O)[C@H](O)[C@H](O)[C@H](O)C[C@H]2N1CC1CC1 | -1.0 | -0.5
COc1cccc(NC(=O)C(=O)NCCCn2ccnc2)c1 | 5.5 | 0.2
COc1ccc(/C=N/NC(=O)c2cccc(C(F)(F)F)c2)cc1 | -1.6 | 1.8
CC(C)Cc1nnc(NC(=O)C23CC4CC(CC(C4)C2)C3)s1 | 3.7 | -0.8
O=C(c1ccc2c(=O)n3c(nc2c1)CCCCC3)N1CCN(c2ccc(F)cc2)CC1 | 11.2 | -1.0
N#Cc1cc(-c2ccccc2)nnc1Sc1ccc(F)cc1 | 8.1 | -1.9
CC(C)c1ccc(CNc2ncc(Br)cn2)cc1 | 0.1 | -1.5
CSc1ccccc1OCc1cc(C(=O)NCc2csc(C(C)C)n2)no1 | 21.1 | 0.7
CCOC(=O)N1CCN(Cc2nc3cc(NC(=O)c4ccco4)ccc3n2C)CC1 | 10.3 | 4.9
O=C1c2cccc([N+](=O)[O-])c2C(=O)N1c1ccccc1 | 6.5 | -1.0
Following part:
SMILES | OX1R FRET antag | STK33 inh
CN(c1cccc(NC(=O)c2ccccc2N(Cc2ccccc2)S(C)(=O)=O)c1)S(C)(=O)=O | 11.6 | ·
Cc1ccccc1Cn1ccc(NC(=O)c2nn(C)cc2[N+](=O)[O-])n1 | 38.1 | -0.6
CCOc1ccc(S(=O)(=O)N(C)CCO)cc1-c1nc2c(C(C)(C)C)nn(C)c2c(=O)[nH]1 | 14.1 | -1.8
CCc1ccc(-c2csc(NC(=O)c3cccnc3)n2)cc1 | 32.8 | -0.1
CCOC(=O)[C@H]1[C@H]2COc3ccccc3[C@@H]2N2C(=O)[C@@H](CO)NC(=O)[C@@]12C | -5.0 | -1.5
CC(=O)Nc1ccc(NC(=O)/C=C/c2cccc(C(F)(F)F)c2)cc1 | 14.1 | -2.0
COc1ccc(-c2cc3c(=O)n(CC(=O)NCCCc4ccccc4)ncn3n2)cc1 | 11.0 | -1.7
CCN(CC)S(=O)(=O)c1ccc(N2CCCC2)c(NS(=O)(=O)c2cccs2)c1 | 16.0 | -0.1
CCC(=O)N1CCc2cc(S(=O)(=O)NCCC(=O)N3CCN(c4ccccc4)CC3)ccc21 | 30.9 | 0.0
Cc1ccc(Cn2nnnc2CN2CCC(c3nc4ccc(Cl)cc4[nH]3)CC2)cc1 | 3.3 | -1.7
O=C1Nc2ccccc2/C1=C/c1ccnc2ccccc12 | 3.0 | 0.0
Cc1ccc2nc(SCC(=O)N3CCN(c4ccccc4)CC3)nc(=O)n2c1 | 14.5 | ·
Cc1ccc(C(C(=O)NC(C)(C)C)N(C(=O)c2csnn2)c2cccc(F)c2)o1 (stereo not drawn) | 29.9 | 0.9
NC(=O)c1ccc(NC(=O)COC(=O)CC2Sc3ccccc3NC2=O)cc1 (stereo not drawn) | 0.1 | 1.1
Cc1[nH]n(-c2ncc(-c3ccccc3)s2)c(=O)c1C(c1ccc(Cl)cc1)C(C#N)C#N (stereo not drawn) | -3.4 | -1.7
CCN(CC(=O)NC(C)C)Cc1nc2sc3c(c2c(=O)[nH]1)CCC3 | 10.5 | -1.2
CC(C)c1nc(N2CCOCC2)c(C#N)c2c1CCC2 | 20.7 | -0.1
O=C(Nc1ccon1)c1ccc2c(c1)OCO2 | -2.1 | -0.2
COc1cccc(NC(=O)c2ccccc2)c1 | 5.4 | 1.9
CCOc1ccc(S(=O)(=O)N2CCCC(C(=O)NCc3cccnc3)C2)cc1Cl (stereo not drawn) | 6.7 | -0.8
COc1cc(CNC2CCCCCCC2)c(Br)cc1OCCO | 10.7 | -2.5
COc1cc(O)c(C(CCN2CCOCC2)c2cc(OC)c(OC)c(OC)c2)c(OC)c1 (stereo not drawn) | 20.2 | -0.4
CCc1nnc(NC(=O)CCC(=O)NCCc2ccccc2)s1 | 7.3 | 0.5
CCOc1ccccc1NC(=O)CSc1nc2ccccc2nc1N1CCOCC1 | 14.7 | -1.4
Cc1cnc(C(=O)OCC(=O)c2ccc(C3CCCCC3)cc2)cn1 | 23.1 | -0.9
(next part)
SMILES | OX1R FRET antag | STK33 inh
O=C(NCc1nnc(SCC(=O)N2CCN(c3ccccc3)CC2)o1)c1ccco1 | 12.7 | -0.1
O=C(NC(Cc1ccccc1)C(=O)O)c1cccnc1Cl (stereo not drawn) | 4.5 | -0.1
O=C(Nc1ccc2c(c1)nc1n2CCN(C2CCCCC2)C1)NC1CCCCC1 | -0.3 | -0.1
O=C(CSc1ncn(-c2ccccc2)n1)NCc1ccccc1 | 22.7 | 0.6
COc1ccccc1CO/N=C/NC(=O)c1c(OC)ccnc1Oc1ccc(F)cc1 | 7.3 | -0.9
CCC1CCCCN1CCCNC(=O)C1CC(=O)N(CCc2ccccc2)C1 (stereo not drawn) | 15.2 | -0.3
CCCc1cc(=O)[nH]c(=S)[nH]1 | 17.2 | -1.1
[N-]=[N+]=NC1C[C@H](n2ccc(=O)[nH]c2=O)O[C@@H]1CO (stereo partly drawn) | 15.9 | -0.1
CCC(C(=O)Nc1cc(Cl)c(OC)cc1OC)c1ccccc1 (stereo not drawn) | 32.4 | -0.6
CC(C)(C)c1cc(NC(=O)COC(=O)c2ccc3c(=O)n4c(nc3c2)CCC4)n(-c2ccccc2)n1 | 16.3 | 0.5
Cc1[nH]nc2c1C(c1ccc(-c3ccc(Cl)cc3)o1)C(C#N)=C(N)O2 (stereo not drawn) | 20.2 | 1.5
COc1ccccc1NS(=O)(=O)c1ccccc1C#N | 7.7 | 0.9
O=C(O)CN1C(=O)C(=O)N(Cc2ccccc2F)C1=O | 4.1 | 0.4
COc1ccc(-n2nc(C(=O)NCC(=O)Nc3ccc(F)cc3)c3ccccc3c2=O)cc1 | 31.7 | -1.0
N/C(=N\OC(=O)c1cc([N+](=O)[O-])ccc1Cl)c1ccccn1 | 46.2 | -0.9
CCn1c(CSc2nc3ccccc3s2)n[nH]c1=S | 11.8 | 1.9
O=S1(=O)NC2c3ccccc3CC2O1 (stereo not drawn) | 17.9 | -1.0
C=CCN1C(=O)c2oc3ccccc3c(=O)c2C1c1ccc(O)c(OC)c1 (stereo not drawn) | 14.3 | -0.6
OCCN1CCN(c2ncnc3scc(-c4ccc(F)cc4)c23)CC1 | · | 0.1
C=CCOC(=O)Cn1cnc2c(sc3nc(C)cc(C)c32)c1=O | 17.1 | -1.1
O=C(NCc1ccccc1F)C1CCCN1C(=O)Nc1ccc(F)cc1 (stereo not drawn) | 2.0 | 0.6
Cc1ccccc1-n1nnnc1Sc1nnnn1-c1ccccc1 | 13.1 | -0.7
COc1cc(S(=O)(=O)Nc2cccc3cn[nH]c23)c(OC)cc1C | 7.3 | -0.6
CCC1=C2CC[C@H]3C(=O)N(C)C(=O)[C@H]3[C@H]2[C@@]2(Cc3ccccc3)C(=NCCOC)OC(=O)N2C1=O | 16.2 | 0.1
O=C(Nc1cccc([N+](=O)[O-])c1)c1cc(S(=O)(=O)N2CCOCC2)cs1 | 22.4 | -0.3
Next part
SMILES | OX1R FRET antag | STK33 inh
COc1ccc(S(=O)(=O)N2CCCC(N(C)CCc3ccccc3)C2)cc1OC (stereo not drawn) | 5.4 | -0.7
COC(=O)[C@@H]1C[C@H]1[C@@H](NC(=O)c1cc(C)on1)c1ccccc1 | 22.8 | 0.5
CCOc1ccc(S(=O)(=O)NCCC(=O)NC2=NCCS2)cc1 | 9.8 | -1.2
COc1cc(CNCCCN2CCOCC2)c(Br)cc1OC(C)C | · | -0.7
Nc1ccc(C(=O)OCC(=O)NC2CCCc3ccccc32)cc1[N+](=O)[O-] (stereo not drawn) | 7.9 | 0.8
CC(=O)O[C@H]1CSC[C@H]1NC(=O)c1ccccc1 | 12.8 | 0.0
CN1c2ccccc2C(=O)/C(=C\Nc2ncccn2)S1(=O)=O | 5.5 | -0.2
COc1ccccc1NS(=O)(=O)c1cc(NC(=O)C2CCC2)ccc1N1CCCCC1 | 30.5 | 11.7
CCC(=O)c1ccc(OCC(=O)OCC(=O)NCc2cccs2)cc1 | 16.3 | 0.4
CCCSc1ccc2nc(-c3ccccc3)cn2c1 | 10.4 | 18.0
O=C(CCCN1C(=O)S/C(=C/c2ccccc2)C1=S)Nc1ccc(C(=O)O)cc1 | 46.2 | 2.0
Cc1ccc(-n2nc(C)c(/C=N/NC(=O)c3cccs3)c2Cl)cc1 | 30.6 | ·
CC(NC(=S)NCCc1ccccc1)C(c1cccs1)N1CCN(C)CC1 (stereo not drawn) | -2.0 | -2.1
COc1cc(CNc2cccc3[nH]c(C(F)(F)F)nc23)cc(OC)c1 | -9.2 | 1.2
Cc1ccc(CNC(=O)CN(C)S(=O)(=O)c2ccc(F)cc2)cc1 | -3.3 | -0.1
Cc1ccc(Nc2nc3nonc3[nH]c2=O)cc1C | 78.2* | -0.9
O=C(CN1C(=O)CCC1=O)Nc1nc(-c2ccc(Oc3ccccc3)cc2)cs1 | 13.9 | -2.6
COc1ccc(C(=O)NC(=S)NCc2ccccc2)cc1 | 11.0 | 1.1
Cc1ccccc1[C@@H]1C(C#N)=C(N)S[C@H]1C(=O)c1ccccc1 | 27.8 | -0.1
CCCCCC#CCC#CCC#CCC#CCCCC(=O)O | 13.9 | ·
COc1ccc(NC(=O)Oc2ccccc2)cc1Cl | 8.5 | 1.0
COc1ccc(C(=O)NNC(=O)C(=O)/C=C(\O)c2ccc(C)cc2)cc1 | -7.2 | 1.2
C#CCOC(=O)c1ccccc1C(=O)N(CC)CC | 5.3 | -1.4
CCC(C)(C)NC(=O)CN(Cc1ccc2c(c1)OCO2)C(=O)CCC(=O)Nc1cc(C)ccn1 | 6.1 | 1.2
CCCc1ccc(C(=O)NNc2cccc(C)c2)cc1 | 14.3 | 2.0

Part of the list above in order of length of the SMILES, rising:
SMILES | OX1R FRET antag | STK33 inh
CCCSc1ccc2nc(-c3ccccc3)cn2c1 | 10.4 | 18.0
CCC(=O)c1ccc(OCC(=O)OCC(=O)NCc2cccs2)cc1 | 16.3 | 0.4
Cc1ccccc1[C@@H]1C(C#N)=C(N)S[C@H]1C(=O)c1ccccc1 | 27.8 | -0.1
COc1ccc(C(=O)NNC(=O)C(=O)/C=C(\O)c2ccc(C)cc2)cc1 | -7.2 | 1.2

The list continues.
SMILES | OX1R FRET antag | STK33 inh
CC1(C)Cc2c(c(=S)nc(-c3ccccc3)n2CCCN2CCOCC2)CO1 | 7.5 | -0.9
CCCC(=O)Nc1sc2c(c1C#N)CCCCC2 | 16.9 | -0.3
CCOc1cc(CNCc2ccc(C(=O)O)cc2)ccc1OC | 13.9 | -1.2
CC(C)(C)c1cc(-c2ccccc2)n[nH]1 | 10.2 | -0.6
O=C(NCc1cccnc1)C1CCC(CNS(=O)(=O)c2cccc3nsnc23)CC1 (stereo not drawn) | 23.6 | -1.5
O=C(COC(=O)Cc1ccccc1[N+](=O)[O-])NNC(=O)c1ccc([N+](=O)[O-])cc1 | 36.0* | -0.2
Cc1ccc(OCC(=O)Nc2ccc(C(=O)O)cc2NC(=O)COc2ccc(C)c(C)c2)cc1C | 9.8 | -0.3
O=C(NCCc1cccc(F)c1)C1CCN(S(=O)(=O)c2ccc(F)cc2)CC1 | 9.2 | -1.9

In the list so far, these contain an aryl thioether with sulfur outside any ring.
SMILES | OX1R FRET antag | STK33 inh
COC(=O)c1cccc(COC(=O)c2cccnc2SC)c1 | 24.2 | 1.4
CC(OC(=O)c1cccnc1SCc1cc(=O)n2ccccc2n1)c1ccccn1 (stereo not drawn) | 24.9 | 0.3
COc1ccc(C(=O)NCc2nnc(SCC(=O)c3ccccc3)n2C)cc1 | 20.0 | -0.4
N#Cc1cc(-c2ccccc2)nnc1Sc1ccc(F)cc1 | 8.1 | -1.9
CSc1ccccc1OCc1cc(C(=O)NCc2csc(C(C)C)n2)no1 | 21.1 | 0.7
Cc1ccc2nc(SCC(=O)N3CCN(c4ccccc4)CC3)nc(=O)n2c1 | 14.5 | ·
CCOc1ccccc1NC(=O)CSc1nc2ccccc2nc1N1CCOCC1 | 14.7 | -1.4
O=C(NCc1nnc(SCC(=O)N2CCN(c3ccccc3)CC2)o1)c1ccco1 | 12.7 | -0.1
O=C(CSc1ncn(-c2ccccc2)n1)NCc1ccccc1 | 22.7 | 0.6
CCn1c(CSc2nc3ccccc3s2)n[nH]c1=S | 11.8 | 1.9
Cc1ccccc1-n1nnnc1Sc1nnnn1-c1ccccc1 | 13.1 | -0.7
CCCSc1ccc2nc(-c3ccccc3)cn2c1 | 10.4 | 18.0

From PubChem BioAssay
